# SNCA viab count: GF-AFC viability counterscreen for inhibitors of alpha-synuclein gene (SNCA) expression; HEK-293-SNCA-luc viability, GF-AFC fluorescence, 24 h; Potency, µM (highest dose often 57.1 µM), inactives show at the highest dose activity change, negative = cytotoxicity, hits mostly cytotoxic; 150,000 tested, 0.12% active; AID 1671193, 2021;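 also: potency is read from the fitted curve at half-maximal effect; 0% = DMSO-treated cells and -100% = medium-only wells without cells; nearly all actives have a fitted effect of over 30% in size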
#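 Cytotoxicity counterscreen: after 24 h compound treatment of genome-edited SNCA-luciferase HEK-293 cells, live-cell protease substrate GF-AFC read by fluorescence after 30 min; activity scaled between DMSO (0%) and medium-only (-100%), curves Hill-fitted.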
# HEK293 tox: Cytotoxic Profiling in HEK 293 Cell Line of Diverse Libraries Using Quantitative High-Throughput Screening. 94,000 tested, 6.6% active. AID 1345083, 2018. HEK 293 viability, ATP luminescence (CellTiter-Glo), 48-72 h. Potency, µM (titrated, usually from 115 µM), for inactives: at the highest dose activity change, negative = cytotoxicity, most hits filed as inhibitors; also: potency is read from the fitted curve at half-maximal effect; nearly all actives have a fitted effect of over 60% in size
#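 Cytotoxicity was scored by loss of ATP-coupled luminescence (CellTiter-Glo) in HEK 293 cells. Compound treatment ran 48 or 72 hr at 37 degree Celsius, 5% CO2, 95% humidity.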
# IP6K1 inhibitor: Primary qHTS assay for small molecule inhibitors of Inositol hexaphosphate kinase 1 (IP6K1); activity change, % (series mostly up to about 58 µM); 140,000 tested, 0.81% active; Inositol hexakisphosphate kinase 1 (Homo sapiens), Q92551; AID 1645851, 2021; IP6K1 kinase, ADP-Glo luminescence, 2 h; hits give low values; in the data active = activity change below about -25%
# Target sequence (Q92551 whole entry, looked up): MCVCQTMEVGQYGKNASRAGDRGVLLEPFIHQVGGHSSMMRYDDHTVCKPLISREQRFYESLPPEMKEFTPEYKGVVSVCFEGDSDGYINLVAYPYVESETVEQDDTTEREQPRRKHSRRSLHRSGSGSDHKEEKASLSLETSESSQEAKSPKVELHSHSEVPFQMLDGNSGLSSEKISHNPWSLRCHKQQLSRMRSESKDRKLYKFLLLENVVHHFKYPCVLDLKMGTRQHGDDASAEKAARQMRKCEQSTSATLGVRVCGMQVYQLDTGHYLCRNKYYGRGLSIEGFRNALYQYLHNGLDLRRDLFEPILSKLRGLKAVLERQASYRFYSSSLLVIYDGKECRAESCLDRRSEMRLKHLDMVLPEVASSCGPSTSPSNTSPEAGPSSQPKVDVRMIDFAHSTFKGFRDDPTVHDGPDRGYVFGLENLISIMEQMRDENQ
#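 ADP-Glo luminescence measures ADP made by human IP6K1 during a 2 h RT reaction with ATP/IP6 (mix at 1.3 mM/130 uM); top library doses 57.5 and 19.1 uM final.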
# NIH3T3 tox: Cytotoxic Profiling in NIH 3T3 Cell Line of Diverse Libraries Using Quantitative High-Throughput Screening. 94,000 tested, 4.3% active. Potency, µM (highest dose often 96.7 µM), inactives show top-dose activity change, negative = cytotoxicity, hits mostly inhibitors. NIH 3T3 viability, CellTiter-Glo ATP luminescence, 48-72 h; also: potency is read from the fitted curve at half-maximal effect; nearly all actives have a fitted effect of over 55% in size
#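 ATP-dependent luminescence (CellTiter-Glo) served as the viability signal for NIH 3T3 cells treated with compound for 48 or 72 hr at 37 °C.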
# FLuc inh: Firefly luciferase inhibition profiling of diverse chemical library using quantitative high-throughput screening. purified P. pyralis luciferase, luminescence, biochemical. Potency, µM (doses to about 115 µM), for the others: top-dose activity change, negative = inhibition, usual class: inhibitors. 76,000 tested, 2.5% active. Luciferin 4-monooxygenase (Photinus pyralis), P08659; also: potency is read from the fitted curve at half-maximal effect; nearly all actives have a fitted effect of over 65% in size
#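 Biochemical qHTS: compound (6-point titration) added to 10uM D-luciferin plus 10uM ATP in Tris acetate pH 7.5 buffer with Mg, Tween-20 and BSA, then purified enzyme at 10nM; light output imaged.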
# GPT2 inhibitor: Primary qHTS assay for inhibitors of Glutamate pyruvate transaminase 2 (GPT2); Alanine aminotransferase 2 (Homo sapiens), Q8TD30; Recombinant GPT2, coupled pyruvate oxidase/HRP Amplex Red fluorescence; Potency, µM (top dose mostly 57.7 µM), inactives show top-dose activity change, negative = inhibition, hits mostly inhibitors; 100,000 tested, 0.25% active; also: potency is read from the fitted curve at half-maximal effect; nearly all actives have a fitted effect of over 60% in size; many of its hits are not listed in these tables
# Target sequence (Q8TD30 whole entry, looked up): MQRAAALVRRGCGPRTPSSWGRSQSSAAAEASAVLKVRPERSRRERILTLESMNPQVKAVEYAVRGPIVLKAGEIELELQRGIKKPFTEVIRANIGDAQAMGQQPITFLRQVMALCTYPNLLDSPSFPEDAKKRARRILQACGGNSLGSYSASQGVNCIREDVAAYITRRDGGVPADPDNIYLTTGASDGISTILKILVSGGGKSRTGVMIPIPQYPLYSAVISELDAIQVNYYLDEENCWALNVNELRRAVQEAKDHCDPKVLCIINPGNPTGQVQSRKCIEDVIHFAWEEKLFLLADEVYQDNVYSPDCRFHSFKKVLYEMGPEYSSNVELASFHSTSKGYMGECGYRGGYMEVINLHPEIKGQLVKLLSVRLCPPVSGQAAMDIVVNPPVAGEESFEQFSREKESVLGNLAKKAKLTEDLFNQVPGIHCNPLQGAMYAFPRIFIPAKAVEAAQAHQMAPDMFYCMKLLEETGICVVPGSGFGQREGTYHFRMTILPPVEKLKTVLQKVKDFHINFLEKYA
#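 Recombinant GPT2 (10ng/uL) with 250uM a-KG and 2mM L-alanine, 30 min at room temperature, in HEPES pH 7.5 buffer. Pyruvate detected by pyruvate oxidase/HRP/Amplex Red fluorescence after 30 min in the dark; AOA (50uM) as positive control.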
# SNCA expr inhib: Primary qHTS assay for inhibitors of alpha-synuclein gene (SNCA) expression. HEK-293 SNCA-luciferase knock-in, luminescence, 24 h. Potency, µM (highest dose often 57.2 µM), inactives show at the highest dose activity change, negative = inhibition, hits mostly inhibitors. 140,000 tested, 0.17% active;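 also: potency is read from the fitted curve at half-maximal effect; plate controls were DMSO cells for no effect and cell-free wells for full effect; nearly all actives have a fitted effect of over 45% in size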
# * hit, by the source's call; i = inactive; ? = inconclusive; nt = not tested or not shown; [ ] = dose if it differs, or a comment. Unless noted, calls follow the shape of the dose curve; as a rule, active = well fitted curve in the direction sought with a large enough effect; inconclusive = small, poorly fitted or top-dose-only effect, or another doubt; inactive = no such curve, though single readings can be large; an effect the other way counts as inactive or inconclusive. Unless noted, % is scaled to controls: 0 for no effect and ±100 for the full control effect.
smiles,IP6K1 inhibitor,GPT2 inhibitor,HEK293 tox,SNCA expr inhib,SNCA viab count,NIH3T3 tox,FLuc inh
COc1ccc(OC)c(CN2CCC3(CC2)COCCN3C(=O)OCc2ccccc2)c1,-4.9,-9.8%,?,-4.9%,-17.2%,?,2.1%
Cc1csc(C(C)N(C)C(=O)c2cc(Cn3nc(C)cc3C)[nH]n2)n1 (centres undefined),4.4,?,-0.2%,-20.2%,-13.7%,i,-13.4%
COc1ccc([S+](=O)([O-])c2nnn3c2nc(NC2CCCC2)c2ccccc23)cc1,51.6,-15.3%,0.7%,?,-2.2%,-9.3%,nt
CC(=O)c1c(C)oc2c1cc(NS(=O)(=O)c1ccc(C(C)(C)C)cc1)c1ccccc12,11.4,nt,nt,?,-14.5%,nt,nt
C=C1CCC2[C@](C)(CO)C(O)CC[C@]2(C)C1CC=C1C(=O)OCC1O (some centres undefined),nt,1.5%[88.5 µM],nt,-5.7%[87.6 µM],-9.8%[87.6 µM],nt,nt
COc1ccc(CNC(=O)N2c3ccccc3CC2c2nc(C(C)C)no2)cc1 (centres undefined),45.3,-4.9%,?,88.6%[activator],-2.9%,?,?
CCc1ccc2occ(CC(=O)Nc3c(C(=O)c4ccccc4)oc4ccccc34)c2c1,-11.0,nt,nt,42.2%[activator],8.4%,nt,nt
O=C(NC1CC1)c1nc(-c2ccc(Cl)cc2Cl)c2ccccn12,2.0,i,35.5µM*,9.3%,2.2%,?,-8.4%
O=C(NCc1cccs1)C1CCN(C(=O)c2ncn3c2COC(c2ccccc2)C3)CC1 (centres undefined),0.0,2.6%,3.5%,5.2%,-4.8%,-2.4%,6.31µM*
CC(C)CCn1c(SCc2cccc(F)c2)nc2ccsc2c1=O,2.9,nt,nt,-25.3%,4.3%,nt,nt
CC(=O)N1CC2(CCN(CC3CC3)CC2)Cc2ccccc21,2.6,i,-9.3%[172 µM],-13.5%[87.6 µM],-6.4%[87.6 µM],i,nt
Cn1nc2n(c1=O)CCN(Cc1ccc3c(c1)CCO3)CC2,-8.3,?,-9.7%,-4.6%,0.4%,-7.6%,-0.2%
CS(=O)(=O)N1Cc2ccccc2CC2(CCCN2Cc2cccnc2)C1 (centres undefined),-17.4,i,i,-1.1%,5.2%,1.0%,nt
Cc1ccc2nc(-c3ccccc3O)c(Nc3ccccc3C)n2c1,3.7,nt,nt,-8.7%,-0.7%,nt,nt
Cc1ccccc1CN1CCC(CNC(=O)c2c(C)oc3ncnc(N4CCCCC4)c23)CC1,30.2,nt,nt,-16.1%,-9.0%,nt,nt
CCCCCCN(CCC(=O)NCCC)C(=O)c1ccoc1,3.0,i,?,6.0%,-2.5%,-18.8%,-2.0%
O=C(c1cnc(N2CCCCC2)c2ccccc12)N1CCN(c2ccc(F)cc2)CC1,27.0,nt,nt,?,2.0%,nt,nt
Cn1c(C(=O)NCc2ccccc2F)cc2oc3ccccc3c21,-9.1,nt,nt,87.5%[activator],0.9%,nt,nt
CC(=O)Nc1ccc2nc(SCCOc3ccccc3Cl)sc2c1,-0.8,nt,nt,-15.2%,-10.0%,nt,nt
O=C(NC1CCN(C(=O)c2ccc(-c3cncnc3)cc2)CC1)c1ccccc1F,-20.0,3.1%,-4.2%,-22.6%,-1.2%[12.5 µM],-5.6%,nt
CC(C)n1cnnc1-c1nn(C)c2c1CN(C(=O)c1n[nH]c3ccccc13)CC2,-17.4,i,0.6%,-1.0%,-9.4%,-10.6%,-1.3%
O=C(CSc1nc2c(cnn2-c2ccc(F)cc2)c(=O)[nH]1)Nc1ccccc1C(F)(F)F,-15.6,nt,nt,-7.1%,0.9%,nt,nt
CC(C)(C)c1ccc(CSc2nc3c(c(=O)[nH]2)CCCC3)cc1,-0.8,nt,nt,-3.6%,-3.4%,nt,nt
Cc1cccc(N2Cc3c(ncnc3N3CCN(C)CC3)N(C)CC2=O)c1,-1.7,i,4.0%,5.8%,-10.4%,-2.9%,nt
O=C(NCCCN1CCCCC1)c1cccnc1N1CC2CC(C1)[C@H]1CCCC(=O)N1C2 (some centres undefined),5.8,i,8.8%,-26.1%,-0.7%,i,0.4%
Cc1nn(-c2ccc(C(F)(F)F)cc2)c(C)c1[C@@H]1C=C[C@@H](NC(=O)CCCC(=O)O)C1,36.1,i,-5.8%,10.6%,1.9%,-2.9%,-2.2%
COCc1nc(C2CCCN(C(=O)NCCC(C)C)C2)no1 (centres undefined),20.4,i,8.1%,11.3%,11.4%[12.5 µM],i,1.6%
CC(=O)N1CCC(C2CCN(C(=O)c3nn(C)c4ccccc34)C2)CC1 (centres undefined),-4.9,i,-2.3%,10.2%,2.7%,-8.4%,nt
COc1cccc(-n2nnc(-c3nc(-c4cccs4)no3)c2N)c1,4.5,nt,nt,223.1%[activator],2.6%,nt,nt
CCC(=O)Nc1cccc(C2OC(=O)N(Cc3ccc(C)cc3)C2C(=O)Nc2ccc(F)cc2)c1 (centres undefined),1.3,?,?,-12.6%,-4.8%,?,?
COc1ccc(C(CC(=O)N2CCCC2)c2ccccc2)cc1 (centres undefined),11.9,i,?,0.9%,-4.6%,-19.3%,-13.0%
O=C1NCCCCCN(C(=O)COc2ccc(F)cc2)[C@H]2CCC[C@@H]12,8.7,i,4.0%,-0.6%,-4.6%,-15.1%,2.4%
COC(=O)N1CCC2(CC1)C(=O)NN=C2c1ccccn1,4.6,i,-26.5%[172 µM],-13.0%[87.6 µM],-1.4%[87.6 µM],-19.1%[138 µM],-6.1%[172 µM]
CC(=O)Nc1ccc(NC(=O)CSc2nc3ccccc3nc2N2CCC(C)CC2)cc1,5.1,nt,nt,12.8%,-1.3%,nt,nt
CN(CCCNC(=O)CCC[C@H]1NC[C@@H]2C[C@H]1CN(Cc1ccccc1)C2)C1CCCCC1,22.1,-7.6%,1.2%,-25.3%,1.1%,1.7%,-4.9%
COCCOC1CN(C2CCN(Cc3ccccc3)CC2)C12CCCCC2 (centres undefined),22.8,i,-30.0%,0.1%,-10.5%,?,6.5%
COc1cc([C@@H]2c3cc4c(cc3[C@@H](O[C@@H]3O[C@@H]5CO[C@@H](c6cccs6)O[C@@H]5[C@H](O)[C@@H]3O)[C@H]3COC(=O)[C@H]23)OCO4)cc(OC)c1O,nt,-20.6%,nt,?,-23.3%,nt,nt
Cn1ccc2c(C(=O)NCCc3cnc[nH]3)nc(-c3cccc(CO)c3)cc21,24.8,-4.8%[88.5 µM],?,51.7%[activator][87.6 µM],-4.5%[87.6 µM],?,-12.4%[172 µM]
CN1CCN(C(=O)c2ccc(-c3ccc(N4CCCCC4)nc3)cc2)CC1,-3.8,-10.2%,?,21.0%,-9.6%,?,22.4µM*
Cc1c(CN(C)C(=O)c2cc(COc3ccccc3F)[nH]n2)cnn1C,18.1,?,-13.5%,-3.3%,1.3%,-17.9%,-2.0%
COc1ccc(CCNc2nc3c(-c4cccc(C)c4)nnn3c3ccccc23)cc1OC,-31.7*,nt,nt,14.3%,?,nt,nt
COc1ccc(CC(=O)NC2CCN(c3nccc(Nc4ccccc4OC)n3)CC2)cc1,0.4,i,?,-7.1%,5.6%,?,nt
Cn1cc(CN2CCN3C(=O)N(C4CCOCC4)C[C@H]3C2)cn1,-2.9,-8.0%[88.5 µM],-2.1%[172 µM],4.9%[87.6 µM],-3.9%[87.6 µM],i,-10.0%[172 µM]
CN(c1ccccc1)c1cc(=O)c2ccnc(Nc3cccnc3)c2o1,-10.4,?,?,34.5%[activator][87.6 µM],-3.4%[87.6 µM],10µM*,2.1%[172 µM]
O=C(NCCc1cccs1)c1ccc(Cn2c(SCc3ccc(F)cc3)nc3cccnc32)cc1,7.1,nt,nt,14.5%,?,nt,nt
COC(=O)[C@H](NC(=O)c1cc(-c2ccccc2)nc2ccccc12)c1ccccc1,nt,-1.8%,nt,2.2%,6.6%,nt,nt
Cc1ccc(N(CC(=O)N2CCN(c3ccccc3F)CC2)S(=O)(=O)c2c(C)noc2C)cc1,-7.8,nt,nt,9.7%,4.9%,nt,nt
O=C(NCCN1C(=O)C2(CCCCC2)C1c1ccccc1)NCc1ccccc1 (centres undefined),3.2,i,?,9.8%,2.2%,?,nt
Cc1ccc(CC(=O)Nc2cccc(-c3nnc4n3CCCC4)c2)cc1,-2.7,i,?,-14.6%,5.4%,?,-20.3%
CCc1ccc(-n2c(=O)c3ccc(C(=O)NCCc4ccccc4)cc3n(Cc3ccccc3C#N)c2=O)cc1,27.9,nt,nt,-6.5%,-3.5%,nt,nt
CCC(CC)NC(=O)C1CCN(c2cnn(CCOC)c(=O)c2)C1 (centres undefined),2.1,-0.6%,-8.4%,6.4%,6.6%,1.5%,11.5%
CCNC(=O)c1ccc(NC(=O)N2CCCCc3ccccc32)cc1,-1.2,nt,nt,-2.8%,-13.9%,nt,nt
COCC(=O)NC[C@H]1CCN(Cc2scnc2C)C[C@H]1N(C)C,11.9,3.2%,3.3%,12.3%,-3.2%[12.5 µM],-6.8%,2.5%
CCn1cc(-c2ccc(F)cc2)cc1C(=O)O,-13.0,-4.9%,-13.6%,2.4%,-2.5%,-20.1%,-23.6%
COC(=O)C1=C(CS(=O)(=O)c2ccc(C)cc2C)NC(=O)NC1c1ccc(C)cc1 (centres undefined),18.2,nt,nt,-26.0%,-15.7%,nt,nt
COc1ccccc1-c1nnc2n1C(C(=O)NCCc1ccc(Cl)cc1)CC2 (centres undefined),9.6,-38.2%,-5.1%,31.7%[activator],10.5%,-6.9%,nt

# Part of the list above in order of SMILES length, smallest number first:
smiles,IP6K1 inhibitor,GPT2 inhibitor,HEK293 tox,SNCA expr inhib,SNCA viab count,NIH3T3 tox,FLuc inh
CCn1cc(-c2ccc(F)cc2)cc1C(=O)O,-13.0,-4.9%,-13.6%,2.4%,-2.5%,-20.1%,-23.6%
COc1ccccc1-c1nnc2n1C(C(=O)NCCc1ccc(Cl)cc1)CC2 (centres undefined),9.6,-38.2%,-5.1%,31.7%[activator],10.5%,-6.9%,nt
CCc1ccc(-n2c(=O)c3ccc(C(=O)NCCc4ccccc4)cc3n(Cc3ccccc3C#N)c2=O)cc1,27.9,nt,nt,-6.5%,-3.5%,nt,nt
